# Screening data from PubChem.
# PPC-1+TRAIL kill: compounds killing PPC-1 cancer cells with TRAIL present, primary screen, TRAIL potentiator project, ATPLite luminescence, uHTS; PPC-1 cells + TRAIL, ATPLite viability luminescence; cell killing (% activity), % at 4 µM; 220,000 compounds, 0.41% hits; AID 1443, 2008;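 active = cell killing above 50% in the first pass at 4 µM, then a duplicate retest at 5 µM averaging 50% or more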;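 note: plate controls were cells with TRAIL plus DMSO for no effect and medium-only wells lacking cells for full effect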
# p47phox inh: p47phox/p22phox peptide binding inhibitors, primary screen, biochemical, uHTS, NADPH oxidase regulatory subunit. Neutrophil cytosol factor 1 (Homo sapiens), P14598. 220,000 compounds, 0.53% hits. inhibition, % at 24.7 µM. fluorescence polarization, 2 h;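 active = inhibition above about 30%, limit read from the data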;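 note: 0% = p47phox with labelled peptide and 100% = labelled peptide alone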
# Target sequence (P14598 whole entry, looked up): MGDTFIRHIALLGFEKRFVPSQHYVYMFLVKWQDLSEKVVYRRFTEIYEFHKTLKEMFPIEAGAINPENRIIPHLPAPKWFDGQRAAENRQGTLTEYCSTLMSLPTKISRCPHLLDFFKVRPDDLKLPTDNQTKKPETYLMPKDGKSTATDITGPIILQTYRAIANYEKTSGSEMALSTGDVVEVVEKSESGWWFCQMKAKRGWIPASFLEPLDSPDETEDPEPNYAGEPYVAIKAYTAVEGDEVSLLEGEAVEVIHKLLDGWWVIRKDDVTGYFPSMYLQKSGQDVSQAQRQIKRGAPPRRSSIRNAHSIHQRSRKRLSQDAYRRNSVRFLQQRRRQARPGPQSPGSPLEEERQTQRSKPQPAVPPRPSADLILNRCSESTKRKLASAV
# EBV gp42 block: Epstein-Barr virus gp42 inhibitors, primary screen, biochemical, uHTS, fluorescence polarization; Glycoprotein 42 (Epstein-Barr virus (strain AG876)), Q1HVG2; Fluorescence polarization binding assay, mP read-out; inhibition, % (tested at 21.74 µM); 220,000 compounds, 0.42% hits; in the data active = inhibition above about 50%
# TRPML3 agonist: human TRPML3 channel agonists, primary screen, cell-based, HEK293 TRPML3-YFP, Fluo-8 calcium fluorescence, 3 µM; 100% = the carbachol control signal; activation, % at 3 µM; 220,000 compounds, 0.29% hits; AID 1448, 2008;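 active = activation above its plate's cutoff, the mean activation of the plate's test wells plus 3 SD, cut at about 12% in these data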;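 note: 0% = DMSO only wells and 100% = carbachol wells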
#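 system = HEK293 cells stably carrying human TRPML3-YFP | doses = one concentration, 3 µM nominal, 0.3% DMSO | timing = dye loading 1 h 37 °C then 30 min ambient, 125 s read | detection = Fluo-8 calcium dye fluorescence, ex 470-495, em 515-575 nm | benchmarks = high control carbachol 87 µM, low control DMSO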
# CHOP inh: inhibitors of CHOP promoter induction, primary screen, cell-based, unfolded protein response, luciferase reporter. CHO-K1 CHOP-promoter luciferase, tunicamycin-induced, 15-18 h. 220,000 compounds, 3.8% hits. inhibition, % at 10 µM;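 active = compounds that reduced the stress-induced luciferase reporter signal by more than about 70% of percent inhibition, limit read from the data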;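 note: 0% = tunicamycin plus vehicle and 100% = wells without tunicamycin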
# TNF necrop inh: inhibitors of TNF-alpha triggered necroptosis, primary screen, cell-based, Jurkat FADD-/-, single concentration; Jurkat FADD-/- TNF necroptosis rescue, ATP luminescence, 24 h; 0 = TNF only, 100 = no-TNF cells; activation (protection from cell death), % at 10 µM; 220,000 compounds, 0.068% hits; AID 463075, 2010;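 active = activation, meaning protection from cell death, of at least 50% relative to plate controls; inactive = activation below 50%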;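 note: necroptosis triggered by 40 ng/mL TNF-alpha added together with compound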
# Runt-SMMHC FRET: inhibitors of RUNX1 Runt–CBFb-SMMHC binding, primary screen, biochemical, FRET, Cerulean-Runt, Venus-CBFb-SMMHC, uHTS. Runt-related transcription factor 1 (Homo sapiens) + Core-binding factor subunit beta …. Cerulean-Runt/Venus-CBFb-SMMHC FRET ratio 530/480, 1 h. inhibition, % at 20 µM. 220,000 compounds, 0.74% hits;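 active = mean inhibition across duplicate retests at 20 µM reaching about 50%, limit read from the data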;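 note: 0% = DMSO wells and 100% = wells with excess untagged CBFb-SMMHC; inhibitors lower the FRET ratio by blocking Runt binding to CBFb-SMMHC; some results filed as inactive read as strong as hits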
# zfTRPN1 agonist: zebrafish TRPN1 channel agonists, primary screen, cell-based, HEK293, calcium fluorescence; transient receptor potential cation channel N1 (TRPN1/NompC), Danio rerio; HEK293 zebrafish TRPN1-YFP, Fluo-8 calcium fluorescence; 100% = response to 87 µM carbachol; activation, % at 3 µM; 220,000 compounds, 0.18% hits;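 active = activation above its plate's cutoff, the mean activation of test wells on that plate plus 3 SD, cut at about 19% in these data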;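 note: 0% = DMSO alone and 100% = 87 µM carbachol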
#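 Assay system: Zebrafish TRPN1-YFP in HEK293 cells | Incubation: Dye loading 1 h at 37 °C, then 30 min room temperature | Measured by: Kinetic Fluo-8 fluorescence, ex 470-495, em 515-575 nm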
# MDM2 E3 inh: MDM2-luciferase reporter signal enhancers, primary screen, MDM2 E3 ligase inhibitor project, cell-based, luminescence, 1536-well | 210,000 compounds, 0.11% hits | signal enhancement, % at 5 µM | cell-based MDM2 ubiquitination luciferase reporter, 2 h; 0 = plate control, 100 = twice control, blank-subtracted;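 active = signal enhancement of 30% or more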;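 note: luminescence tracks abundance of the self-degrading MDM2-luciferase fusion protein; higher signal means inhibition of MDM2 E3 ligase activity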
# Target sequence (Q00987 whole entry, looked up, the tested form may be a part): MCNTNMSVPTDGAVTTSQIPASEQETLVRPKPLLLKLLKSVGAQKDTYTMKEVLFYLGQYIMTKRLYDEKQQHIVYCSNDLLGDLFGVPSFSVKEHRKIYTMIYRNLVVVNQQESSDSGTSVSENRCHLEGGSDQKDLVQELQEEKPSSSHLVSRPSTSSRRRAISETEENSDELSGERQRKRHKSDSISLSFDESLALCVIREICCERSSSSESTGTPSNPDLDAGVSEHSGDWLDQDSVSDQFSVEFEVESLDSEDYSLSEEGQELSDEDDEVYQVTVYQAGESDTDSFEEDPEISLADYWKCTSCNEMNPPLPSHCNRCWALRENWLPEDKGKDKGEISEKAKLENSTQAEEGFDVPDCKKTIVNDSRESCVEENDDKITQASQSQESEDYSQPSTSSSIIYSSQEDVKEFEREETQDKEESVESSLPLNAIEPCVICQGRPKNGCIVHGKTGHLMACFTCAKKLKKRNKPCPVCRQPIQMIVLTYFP
#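 System: stable MDM2–luciferase fusion reporter cells / Input: 2000 cells seeded into each well / Schedule: 4 h settle plus 2 h compound, 37 °C / Compound: single-point 5 µM / Buffer or medium: cells held in DMEM / Benchmarks: control and blank well means / Evaluation: percent signal gain over controls, blank-subtracted / Measured by: luciferase luminescence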
# The depositor's hits bear a star; . = no result given.
1	O=C(COc1ncnc2c(Cl)cc(Cl)cc12)NCCC1=CCCCC1
2	Cc1ccc(S(=O)(=O)NCCC(=O)O)cc1
3	Cc1cc(C)n(-c2nc(SCCN(C)C)c3c4c(sc3n2)COC(C)(C)C4)n1
4	O=C(Nc1cc(Cl)ccc1Cl)c1noc2c1CCCC2
5	O=C(CC1CCCC1)NCCc1cn2ccccc2n1
6	COc1ccc(NC(=O)COC(=O)Cn2nnc3ccccc32)cc1
7	NS(=O)(=O)c1cccc(NC(=O)c2cccs2)c1
8	Cc1ccc(/C=N/NC(=O)CNC(=O)c2cccc([N+](=O)[O-])c2C)o1
9	Cc1ccccc1C(=O)c1cccn1CC(=O)NCc1ccccc1
10	COc1ccc(OC)c(-n2nnnc2SCC(=O)O)c1
compound no.,1,2,3,4,5,6,7,8,9,10
PPC-1+TRAIL kill,4,11,36,22,2,21,9,11,16,2
p47phox inh,-26,-6,-9,4,-2,.,-9,7,7,-7
EBV gp42 block,-27,-29,-20,-10,-9,-6,-4,9,5,-5
TRPML3 agonist,0.2,1.2,0.7,.,0.6,0.6,0.9,1.1,-0.7,0.8
CHOP inh,33,0,21,-3,6,8,0,2,17,3
TNF necrop inh,0.0,1.3,-7.6,3.0,0.8,0.4,1.6,0.5,0.3,1.0
Runt-SMMHC FRET,2,-4,-4,1,-1,-4,0,-7,-1,0
zfTRPN1 agonist,1.4,0.4,1.4,.,-0.1,-0.6,1.9,1.7,-1.6,0.1
MDM2 E3 inh,-4,-9,-1,-4,-13,-1,.,13,-7,-8

# Whole records, looked up by structure. Order of screens: PPC-1+TRAIL kill | p47phox inh | EBV gp42 block | TRPML3 agonist | CHOP inh | TNF necrop inh | Runt-SMMHC FRET | zfTRPN1 agonist | MDM2 E3 inh
# COc1ccc(NC(=O)COC(=O)Cn2nnc3ccccc32)cc1 is entered as 21 | . | -6 | 0.6 | 8 | 0.4 | -4 | -0.6 | -1
# O=C(Nc1cc(Cl)ccc1Cl)c1noc2c1CCCC2 is entered as 22 | 4 | -10 | . | -3 | 3.0 | 1 | . | -4
# COc1ccc(OC)c(-n2nnnc2SCC(=O)O)c1 is entered as 2 | -7 | -5 | 0.8 | 3 | 1.0 | 0 | 0.1 | -8
# NS(=O)(=O)c1cccc(NC(=O)c2cccs2)c1 is entered as 9 | -9 | -4 | 0.9 | 0 | 1.6 | 0 | 1.9 | .

# Next section:
11	O=C(O)c1cccc(CSc2nnc(Cc3ccccc3)o2)c1
12	O=C(COc1ccc(N2C(=O)c3ccccc3C2=O)cc1)c1ccccc1
13	COC(=O)c1c(C)cc(OC(C)=O)c(C)c1OC(C)=O
14	CC#CC(=O)N1CCC(CCc2ccccc2)(C(=O)OCC)CC1
15	O=C(Nc1nc(-c2ccncc2)cs1)C1COc2ccccc2O1 (configuration not stated)
16	O=C(CCc1c[nH]c2ccccc12)NCC1COc2ccccc2O1 (configuration not stated)
17	Cc1cc(C)cc(N2C(=O)CSC2c2ccccn2)c1 (configuration not stated)
18	O=C(COC(=O)C1CC2C=CC1C2)Nc1cccc(S(=O)(=O)N2CCCCC2)c1 (configuration not stated)
19	O=C(CSc1ccccn1)N/N=C/c1c[nH]c2ccccc12
20	Cc1cc(C)c(C(=O)CSc2n[nH]c(=O)n2C2CC2)cc1C
compound no.,11,12,13,14,15,16,17,18,19,20
PPC-1+TRAIL kill,-2,13,16,-7,10,20,9,19,9,41
p47phox inh,-6,-14,-15,-5,-4,-8,8,-10,-6,-14
EBV gp42 block,-7,0,-8,-11,-21,-11,7,-7,-3,-3
TRPML3 agonist,0.2,1.0,0.2,-0.1,1.8,0.6,0.4,1.7,1.8,-0.3
CHOP inh,35,9,16,-3,0,-1,-1,17,13,67
TNF necrop inh,-1.2,0.7,0.7,2.8,-5.9,0.0,0.7,-0.9,-0.7,-1.7
Runt-SMMHC FRET,-3,-1,3,2,14,0,2,2,-3,3
zfTRPN1 agonist,0.1,0.2,1.8,-1.3,4.0,0.6,-1.1,9.8,4.6,-0.6
MDM2 E3 inh,-25,-5,-9,-12,-13,1,-15,-16,-2,-8

21	O=C(Nc1ccc2nc(-c3cccnc3)[nH]c2c1)C12CC3CC(CC(C3)C1)C2
22	O=C1c2ccccc2-c2c1cccc2C(=O)N1CCCCC1
23	COc1ccc(Cl)cc1NC(=O)c1cc(-c2cc(C)ccc2O)n[nH]1
24	COC(=O)c1c(NC(=S)Nc2cc(OC)c(Cl)cc2OC)sc2c1CCCCC2
25	CCOC(=O)/C(C#N)=N/Nc1ccc(S(=O)(=O)N2CCc3ccccc32)cc1
26	C=CCNC(=O)/C(C#N)=C/c1ccc(C(=O)O)cc1
27	COc1ccc2c(c1)NC(C)(C)C=C2C
28	CCc1cc(-c2n[nH]c(=S)n2N)n(C)n1
29	CC1(C)CC(=O)C2=C(C1)N(c1ccc(F)cc1)C(=O)CC2c1ccsc1 (configuration not stated)
30	CCOC(=O)C1=C(Cc2ccc(Cl)cc2)C(=O)c2ccccc2C1=O
compound no.,21,22,23,24,25,26,27,28,29,30
PPC-1+TRAIL kill,19,5,19,15,6,-4,-2,1,-11,18
p47phox inh,-19,-19,-11,-13,-22,1,2,-2,0,-13
EBV gp42 block,0,-9,-20,15,-6,1,-1,-16,-4,-20
TRPML3 agonist,0.9,0.0,1.1,0.3,4.6,1.0,0.2,1.0,-0.4,0.4
CHOP inh,5,43,100*,6,37,-8,14,7,-18,107*
TNF necrop inh,-6.6,-0.3,-13,1.7,0.4,-0.7,-0.3,-2.2,0.7,-12
Runt-SMMHC FRET,2,-1,-2,4,-2,4,-7,-4,1,.
zfTRPN1 agonist,2.0,-1.5,2.3,0.2,10,1.2,0.5,-0.1,0.8,-0.7
MDM2 E3 inh,-2,-10,-7,-4,-8,-7,6,-5,-5,-2

31	CCc1nc(NCCO)c(C#N)c2c1CSC(C)(C)C2
32	CCOC(=O)c1ccccc1NS(=O)(=O)c1ccccc1F
33	CCCCc1ccc(C(=O)NC(C(=O)O)C(C)C)cc1 (configuration not stated)
34	CC(Sc1ncnc2sccc12)C(=O)Nc1ccc(C(N)=O)cc1 (configuration not stated)
35	Cc1cc(C(=O)N2CCN(Cc3ccc4c(c3)OCO4)CC2)on1
36	COc1ccc(NC(=O)/C=C/c2ccccc2[N+](=O)[O-])c(OC)c1
37	CCS(=O)(=O)c1ccc2oc(=O)c(/C=C(\O)c3ccc(Cl)cc3)nc2c1
38	Cc1onc(-c2c(Cl)cccc2Cl)c1C(=O)NC1C(=O)N2C1SC(C)(C)C2C(=O)O (configuration not stated)
39	CCC1SC(CC)C(=O)N(CC(=O)NCCc2ccccc2)C1=O (configuration not stated)
40	COCCn1ccc(O)c(Cc2ccccc2)c1=O
compound no.,31,32,33,34,35,36,37,38,39,40
PPC-1+TRAIL kill,14,12,10,-3,15,9,13,.,10,13
p47phox inh,-9,-4,-4,-13,-6,13,-6,13,2,-14
EBV gp42 block,-17,-11,-12,-32,-27,15,-23,-7,-6,-4
TRPML3 agonist,0.2,-1.4,0.3,0.8,0.0,-0.7,0.8,0.5,0.3,0.6
CHOP inh,4,20,23,6,21,0,-9,-5,7,10
TNF necrop inh,-1.9,-2.9,-0.6,3.1,1.5,1.9,0.9,-0.2,0.5,-1.7
Runt-SMMHC FRET,-4,-4,-2,-1,4,0,2,-1,-3,-1
zfTRPN1 agonist,-0.8,-1.7,1.1,2.2,0.2,-0.3,-0.2,1.4,0.2,1.7
MDM2 E3 inh,-1,-21,-9,-4,-7,-11,21,-4,-17,-5

41	COc1ccc(NC(=O)Cn2cc(C#N)c3ccccc32)cc1
42	CCOC(=O)C1=C(O)C(=O)N(CCCn2ccnc2)C1c1ccc(OC)cc1 (configuration not stated)
43	Cc1ccnc2c(N3C(=O)C4C5C=CC(C5)C4(C)C3=O)cccc12 (configuration not stated)
44	Cc1ccccc1C(=O)Nc1nncs1
45	O=C(c1ccc(-n2cccn2)cc1)N1CCc2c([nH]c3ccccc23)C1c1ccccn1 (configuration not stated)
46	Cc1nn(C(C)C(=O)NCC2CCCO2)c(=O)c2cc3occc3n12 (configuration not stated)
47	O=C(COC(=O)COc1ccccc1)NCc1ccccc1
48	O=C1CSC(c2ccc(Cl)cc2)N1C1CCCCC1 (configuration not stated)
49	O=C(Cn1cnc2sc(-c3ccccc3)cc2c1=O)NCCc1ccccc1
50	Cn1nccc1C(=O)Nc1ccc(Cl)cc1
compound no.,41,42,43,44,45,46,47,48,49,50
PPC-1+TRAIL kill,7,18,-9,13,16,18,-13,-12,-3,27
p47phox inh,11,13,-26,3,-10,-8,-3,8,-5,-8
EBV gp42 block,-2,2,-9,3,1,-6,-10,-9,-11,-16
TRPML3 agonist,0.6,-1.7,1.3,1.2,0.2,1.2,1.0,-1.0,0.5,0.6
CHOP inh,31,10,10,-12,5,6,-1,30,73*,11
TNF necrop inh,2.6,0.1,0.3,0.4,-1.9,0.7,0.4,-2.5,2.3,-1.9
Runt-SMMHC FRET,-1,-8,4,2,-1,3,-4,0,1,3
zfTRPN1 agonist,0.8,0.0,0.8,-1.4,0.5,-0.3,1.2,-2.3,-0.5,-0.4
MDM2 E3 inh,3,-7,-8,-17,-12,-1,-6,-23,-10,2

51	O=C(c1ccco1)[C@@H]1[C@@H]2C(=O)N(c3ccccc3)C(=O)[C@@H]2C2c3ccccc3C=CN21 (some centres not stated)
52	COc1c(Cl)cc(Cl)cc1CNCCNCC(C)O (configuration not stated)
53	CCC(=NCc1ccco1)c1c(C(F)(F)F)[nH]n(-c2nc3ccccc3s2)c1=O
54	CCOc1c(C(N)=O)c(-c2ccccc2)c2c(=O)[nH]c3ccccc3n12
compound no.,51,52,53,54
PPC-1+TRAIL kill,20,14,18,7
p47phox inh,.,-9,-13,6
EBV gp42 block,.,-6,-21,-11
TRPML3 agonist,0.8,0.6,0.4,-0.1
CHOP inh,.,-15,-26,-4
TNF necrop inh,-1.0,0.2,-0.3,1.0
Runt-SMMHC FRET,-58,9,-7,-4
zfTRPN1 agonist,0.3,1.1,-0.5,0.4
MDM2 E3 inh,.,-14,-45,-3
